# NR2F2 inh = NR2F2 transcriptional activity inhibitors, primary screen, cell-based, luciferase reporter, HEK293T, luminescence; inhibition, % at 8.6 µM; COUP transcription factor 2 (Homo sapiens), P24468; 370,000 compounds, 0.7% hits; HEK293T NGFI-A luciferase reporter;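 active = inhibition above a per-plate cutoff, mean inhibition of test wells between control levels plus 3 SD, cut at about 38% in these data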;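 also: cells cotransfected with COUP-TFII expression vector driving the NGFI-A reporter; 0% = median of COUP-TF2 test wells and 100% = reporter-only cells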
# NCOA2 inhibitor = inhibition of GAL4-SRC2 driven luciferase reporter, primary screen, SRC2 inhibitor project, cell-based, luminescence | 370,000 compounds, 0.17% hits | HEK293 GAL4-SRC2 luciferase reporter | AID 651957, 2012 | Nuclear receptor coactivator 2 (Homo sapiens), Q15596 | inhibition, % at 9 µM;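 active = inhibition above the mean inhibition of all tested compounds plus 3 SD, set per campaign, cut at about 52% in these data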;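 also: 0% = DMSO treated cells and 100% = cells given Gossypol at 36 µM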
# Exocytosis inh = LAMP-1 surface exposure blockers, TALL-104 cells – cell-based, flow cytometry, MLPCN library, primary screen. 360,000 compounds, 0.66% hits. TALL-104 LAMP-1 surface exposure; cells stimulated with thapsigargin and PMA. inhibition, % at 10 µM;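 active = inhibition above about 55%, limit read from the data; inconclusive = no clear call, values can overlap the other calls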
# NOD2-RIPK2 inh = NOD2-RIPK2 binding disruptors in cells, primary screen, fluorescence, CHO cells, BLA complementation; AID 624267, 2012; CCF4 ratio; 360,000 compounds, 0.38% hits; Receptor-interacting serine/threonine-protein kinase 2 (Homo sapiens), O43353; inhibition, % at 4.98 µM; in the data active = inhibition above about 21%;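 also: 0% = vehicle only and 100% = reference blocker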
# NR5A2 inv ag = LRH-1 (NR5A2) inverse agonists, primary screen, cell-based, luminescence, HEK293T, StAR-luciferase reporter | Nuclear receptor subfamily 5 group A member 2 (Homo sapiens), O00482 | LRH-1 transfected, 24 h | inhibition, % at 3.6 µM | 360,000 compounds, 0.13% hits;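 active = inhibition above the mean inhibition of all tested compounds plus 3 SD, cut at about 73% in these data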;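 also: 0% = DMSO wells and 100% = reporter-only cells lacking LRH-1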
# TWEAK-Fn14 inh = inhibitors of TWEAK-Fn14 signaling, primary screen, luciferase reporter cells, uHTS. TWEAK-stimulated Fn14 reporter cells, luciferase luminescence, 8 h. inhibition, % at 10 µM. 360,000 compounds, 2% hits. AID 1159606, 2016; in the data active = inhibition above about 50%
# TROY signal inh = inhibitors of TROY-driven NF-kB signaling, primary screen, Q293 LMP1-TROYcd cells, NF-kB luciferase, uHTS. Q293 LMP1-TROYcd NF-kB luciferase reporter, 4 h. inhibition, % at 10 µM. 360,000 compounds, 0.98% hits. AID 1347056, 2019;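 active = compounds whose plate-normalised and pattern-corrected inhibition of the luciferase reporter signal at the single screening dose is 50% or more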
# NCOA1 inh = SRC1 coactivator transcriptional activity inhibitors, primary screen, cell-based, luminescence; HEK293 GAL4-SRC1 luciferase reporter; 360,000 compounds, 0.12% hits; inhibition, % at 3.6 µM; Nuclear receptor coactivator 1 (Homo sapiens), Q15788;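 active = inhibition above the campaign mean plus 3 SD, with each screening campaign given its own cutoff, cut at about 60% in these data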;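 also: 0% = DMSO treated cells and 100% = gossypol at 36 µM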
# NCOA3 inh = SRC3 coactivator transcriptional activity inhibitors, primary screen, cell-based, luminescence. Nuclear receptor coactivator 3 (Homo sapiens), Q9Y6Q9. HEK293 GAL4-SRC3 luciferase reporter. inhibition, % at 3.6 µM. 360,000 compounds, 0.17% hits;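 active = inhibition above a per-campaign cutoff, the mean of all compounds plus 3 SD, cut at about 60% in these data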;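 also: 0% = DMSO-treated cells and 100% = gossypol-treated cells at 36 µM; higher means less SRC3-driven luciferase light from the GAL4 reporter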
# ABHD5 PLIN5 PPI = ABHD5-PLIN5 interaction inhibitors, primary screen, cell lysate, split luciferase complementation, luminescence. 360,000 compounds, 0.78% hits. inhibition, % at 4 µM. Split G. princeps luciferase complementation, 4 h. Perilipin-5 (Homo sapiens) + 1-acylglycerol-3-phosphate O-acyltransferase ABHD5 (Homo …;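 active = inhibition above the mean inhibition across every tested compound plus 3 SD, cut at about 22% in these data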;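 also: 0% = DMSO only wells and the 100% control is not disclosed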
# TLR9-MyD88 inh = inhibitors of TLR9-MyD88 association in cells, primary screen, cell-based, CHO, BLA complementation, fluorescence | inhibition, % at 4.98 µM | Toll-like receptor 9 (Homo sapiens) + Myeloid differentiation primary response protein … | CCF4 FRET ratio | AID 504734, 2011 | 340,000 compounds, 0.21% hits;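 active = inhibition above the mean over all tested compounds plus 3 SD, cut at about 21% in these data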;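 also: 0% = DMSO only wells and 100% = clavulanate BLA inhibitor control wells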
# * hit, by the source's call; ? = inconclusive; nt = no result given.
# Below each compound: NR2F2 inh, NCOA2 inhibitor, Exocytosis inh, NOD2-RIPK2 inh, NR5A2 inv ag, TWEAK-Fn14 inh, TROY signal inh, NCOA1 inh, NCOA3 inh, ABHD5 PLIN5 PPI, TLR9-MyD88 inh
1. CN1CCN(c2cc(N3CCNCC3)ccc2[N+](=O)[O-])CC1
→ 2.5, -23.9, 0.3, -4.3, -13.2, -34.6, -8.6, -6.9, 13.2, 2.1, 16.6
2. CCCc1nnc(NC(=O)CCC(=O)N2CCN(CCOC(c3ccccc3)c3ccccc3)CC2)s1
→ -6.3, 9.4, -2.7, -7.9, -0.4, 14.5, -29.1, -18.4, 9.1, 0.5, -7.7
3. Cn1c(O)c(C=Nc2ccccc2-c2ccccc2)c(=O)n(C)c1=O
→ 2.8, -12.2, -2.8, 3.2, -3.0, -4.8, -20.1, -1.3, 13.2, 0.8, 1.5
4. Cc1nn(C)c(C)c1/C=C1/CC2C3CC=C4CC(O)CCC4(C)C3CCC2(C)C1=O (stereo not drawn)
→ 15.1, -28.6, 3.8, -2.7, -25.6, -19.9, 32.8, -6.0, -64.7, 7.3, -1.1
5. CCOc1ccc(Cl)cc1CNCCc1ccc(F)cc1
→ 6.0, 9.3, 17.1, -2.1, 4.0, -17.0, -13.0, 9.1, 8.0, 7.7, 7.1
6. CCOC(=O)C1(CCc2ccccc2)CCN(C(C)CSC)CC1 (stereo not drawn)
→ 4.6, 16.2, 23.3, -9.3, 6.5, 19.2, -5.0, -4.0, -0.6, -2.8, 0.2
7. CCOc1ccc(NC2=NCCCS2)cc1
→ -0.3, -32.2, ?, -4.6, -11.1, 35.7, 0.4, 1.0, 11.8, 2.6, -2.1
8. COC(=O)C1=C(c2cc3ccccc3s2)C[C@@H]2CC[C@H]1N2C(=O)N1CCC(C)CC1
→ 22.9, 24.6, -2.8, 2.3, -1.1, -4.2, 6.7, 3.9, -1.5, -8.9, -0.4
9. NP(=O)(Oc1ccccc1)Oc1ccccc1
→ 1.3, 5.8, -0.8, -9.1, -11.5, 10.4, -8.9, 3.4, 0.0, 4.8, -17.6
10. N/C(=N\[N+](=O)[O-])N/N=C/c1ccc(O)cc1
→ -21.6, -3.8, -0.9, -7.0, -5.9, 10.3, -10.8, 1.9, -13.8, 1.6, -4.2
11. COc1cccc(-n2c(C)nc3ccccc3c2=O)c1
→ 2.2, -9.1, 2.0, 0.9, 6.5, 66.7*, -18.6, -3.1, 23.4, 11.9, -6.9
12. CC(C)N1CCC2(CC1)NC(CO)(CO)CO2
→ 10.5, -17.3, 0.2, -15.0, 7.1, -7.7, -3.3, 3.6, -6.5, -7.0, -6.5
13. COc1ccccc1OCC(=O)N1CCCC(N2CCN(c3ccc(F)cc3)CC2)C1 (stereo not drawn)
→ 12.7, -8.0, -6.8, 3.0, -0.7, -17.7, -9.4, -4.2, 5.4, 1.5, -3.5
14. O=[N+]([O-])c1ccc(N(CCO)CCO)c2c1no[n+]2[O-]
→ -14.1, 57.6*, 5.7, -5.0, 83.5*, 19.6, 9.2, 55.0, 67.3*, 11.1, 10.8
15. COc1ccc2c3c1OC1C(O)C=CC4[C@@H](C2)N(C)CC[C@]314 (stereo partly drawn)
→ 0.0, -25.8, 0.6, -1.0, -2.6, 10.9, -10.9, 9.5, 15.8, 0.1, -2.2
16. CCOc1ccc(N=C2SCCCN2C)cc1
→ -2.5, -12.6, -1.6, -2.5, 11.3, -13.2, -2.6, -12.0, 5.8, -4.7, -0.1
17. CCn1c(O)c(C=NCCN2CCOCC2)c(=O)n(CC)c1=S
→ 6.9, 9.3, 5.7, -6.2, 23.8, 36.9, 3.9, 10.3, 33.3, 4.5, -12.2
18. CCOC(=O)C1(CCOc2ccccc2)CCN(Cc2cccc(O)c2)CC1
→ -14.2, -7.6, 90.5*, -10.5, -15.5, 4.8, 16.4, 6.1, 6.9, -3.4, 5.3
19. CN1C(=O)/C(=C\c2ccc(N3CCCCC3)o2)C(=O)NC1=S
→ -20.1, -67.1, 0.6, 8.1, -67.2, 7.3, 8.0, -72.4, -78.1, 3.4, 6.5
20. COc1ccc2c(c1)NP(=S)(Oc1ccccc1)N2 (stereo not drawn)
→ -36.1, -63.7, 22.7, 3.3, -171.0, 5.2, -4.5, -94.8, -109.2, -10.0, -3.2
21. Cc1cccc(CNCCc2ccccc2)n1
→ -29.2, -5.4, -0.9, 4.7, -23.3, 2.3, -19.2, -18.2, -3.3, 1.9, -27.0
22. FC(F)(F)/C(=N\P(=S)(N1CCOCC1)N1CCOCC1)N1CCOCC1
→ nt, nt, -2.7, 3.8, -8.7, 7.0, 7.5, -4.8, -6.4, 5.1, -4.5
23. CC(C)c1c(CN(C)C(C)Cc2ccccc2)n(C)n(-c2ccccc2)c1=O (stereo not drawn)
→ 8.8, -3.3, 8.6, -1.3, -6.4, -53.9, 1.5, 4.9, -4.4, -10.1, -3.6
24. Cc1ccc(O)c(C(=O)c2cc(C(=O)NCc3ccccc3)c(=O)n(Cc3ccccc3)c2)c1
→ 13.6, 23.7, 13.6, -2.0, -3.0, 4.1, 15.9, 9.0, 19.9, -3.5, 4.7

# 3 entries from above, with bars between the fields:
no. | compound | NR2F2 inh | NCOA2 inhibitor | Exocytosis inh | NOD2-RIPK2 inh | NR5A2 inv ag | TWEAK-Fn14 inh | TROY signal inh | NCOA1 inh | NCOA3 inh | ABHD5 PLIN5 PPI | TLR9-MyD88 inh
3 | Cn1c(O)c(C=Nc2ccccc2-c2ccccc2)c(=O)n(C)c1=O | 2.8 | -12.2 | -2.8 | 3.2 | -3.0 | -4.8 | -20.1 | -1.3 | 13.2 | 0.8 | 1.5
4 | Cc1nn(C)c(C)c1/C=C1/CC2C3CC=C4CC(O)CCC4(C)C3CCC2(C)C1=O (stereo not drawn) | 15.1 | -28.6 | 3.8 | -2.7 | -25.6 | -19.9 | 32.8 | -6.0 | -64.7 | 7.3 | -1.1
5 | CCOc1ccc(Cl)cc1CNCCc1ccc(F)cc1 | 6.0 | 9.3 | 17.1 | -2.1 | 4.0 | -17.0 | -13.0 | 9.1 | 8.0 | 7.7 | 7.1

# Complete entries from above:
# Shown for COc1ccc2c3c1OC1C(O)C=CC4[C@@H](C2)N(C)CC[C@]314 (stereo partly drawn) : NR2F2 inh: 0.0; NCOA2 inhibitor: -25.8; Exocytosis inh: 0.6; NOD2-RIPK2 inh: -1.0; NR5A2 inv ag: -2.6; TWEAK-Fn14 inh: 10.9; TROY signal inh: -10.9; NCOA1 inh: 9.5; NCOA3 inh: 15.8; ABHD5 PLIN5 PPI: 0.1; TLR9-MyD88 inh: -2.2
# Shown for CCOC(=O)C1(CCOc2ccccc2)CCN(Cc2cccc(O)c2)CC1 : NR2F2 inh: -14.2; NCOA2 inhibitor: -7.6; Exocytosis inh: 90.5*; NOD2-RIPK2 inh: -10.5; NR5A2 inv ag: -15.5; TWEAK-Fn14 inh: 4.8; TROY signal inh: 16.4; NCOA1 inh: 6.1; NCOA3 inh: 6.9; ABHD5 PLIN5 PPI: -3.4; TLR9-MyD88 inh: 5.3
# Shown for CCOc1ccc(NC2=NCCCS2)cc1 : NR2F2 inh: -0.3; NCOA2 inhibitor: -32.2; Exocytosis inh: ?; NOD2-RIPK2 inh: -4.6; NR5A2 inv ag: -11.1; TWEAK-Fn14 inh: 35.7; TROY signal inh: 0.4; NCOA1 inh: 1.0; NCOA3 inh: 11.8; ABHD5 PLIN5 PPI: 2.6; TLR9-MyD88 inh: -2.1

# From PubChem

# Not all compounds are listed. The share of hits here may be higher or lower than overall.
